RECQ1 helicase: RECQ1 (human) helicase inhibition; Potency, µM (series often up to 57.3 µM), without a hit: at the top dose activity, negative = inhibition, most hits filed as inhibitors; hit rate 0.54% among 240,000; RECQ1 DNA unwinding, red fluorescence kinetic read; P46063;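 note: plate controls were vehicle for no effect and no enzyme for full effect; nearly all actives have a fitted effect of over 30% in size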
Target sequence (P46063 whole entry, looked up): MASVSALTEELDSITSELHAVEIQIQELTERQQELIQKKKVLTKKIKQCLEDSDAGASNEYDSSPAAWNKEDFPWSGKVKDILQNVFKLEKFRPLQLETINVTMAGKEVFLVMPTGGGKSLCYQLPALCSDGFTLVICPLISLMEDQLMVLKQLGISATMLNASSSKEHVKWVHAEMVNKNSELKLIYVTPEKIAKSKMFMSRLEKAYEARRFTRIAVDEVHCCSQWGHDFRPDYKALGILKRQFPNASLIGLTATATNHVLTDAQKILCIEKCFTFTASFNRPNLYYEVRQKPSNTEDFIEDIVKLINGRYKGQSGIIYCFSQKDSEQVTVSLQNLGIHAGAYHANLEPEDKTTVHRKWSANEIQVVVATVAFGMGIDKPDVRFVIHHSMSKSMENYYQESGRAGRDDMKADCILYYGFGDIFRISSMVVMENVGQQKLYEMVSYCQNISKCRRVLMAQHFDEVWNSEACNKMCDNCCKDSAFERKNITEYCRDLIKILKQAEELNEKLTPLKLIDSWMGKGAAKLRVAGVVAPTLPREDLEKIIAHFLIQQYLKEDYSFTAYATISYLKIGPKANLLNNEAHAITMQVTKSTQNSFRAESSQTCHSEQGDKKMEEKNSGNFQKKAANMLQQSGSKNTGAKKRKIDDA
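50 nM RECQ1T1 preincubated 15 min with compound in Tris pH 8.0 buffer with MgCl2, DTT, Tween-20 and 2.5 ug/ml poly(dI-dC); started with 200 nM TAMRA/BHQ-2 forked duplex and 2 mM ATP. Unwinding read as fluorescence (525/598 nm), two reads 2 h apart.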
TexasRed fluor: Texas Red fluorescence interference in TRb-SRC2 counter-screen | TRb/SRC2 Texas Red total fluorescence interference | Potency, µM (doses to about 106 µM), without a hit: top-dose fluorescence change, negative = quenching | hit rate 0.29% among 280,000 | AID 1479; active = well fitted curve in either direction with a large enough effect; inconclusive = small, poorly fitted or top-dose-only effect; note: % is set by controls: 0 for no effect and ±100 for the full control effect
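Human TRb ligand-binding domain at 0.6 uM with 20 nM Texas Red SRC2 peptide in Tris buffer containing 1 uM T3 and 5% DMSO, incubated with compound 5 h at ambient temperature. Total fluorescence (555/632 nm) calculated as parallel + 2 × perpendicular.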
Tau fibril ThT: blocks human tau fibril formation measured by thioflavin T; recombinant tau K18 P301L, heparin-induced fibrillization, ThT fluorescence; Potency, µM (series often up to 57.4 µM), inactives show at the highest dose activity, negative = inhibition, usual class: inhibitors; hit rate 2.1% among 270,000; note: % is set by controls: 0 for no effect and ±100 for the full control effect; nearly all actives have a fitted effect of over 55% in size
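In this qHTS, human K18 P301L tau is incubated with compound and heparin for 6 hr at 37 C, and Thioflavin T fluorescence then reports fibril load.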
HTT ATP protect: cytoprotection in Huntington HTT-Q103 PC12 cell model; PC12 HTT-Q103 induced, cytoprotection, ATP luminescence, 40 h; Potency, µM (titrated, usually from 56.4 µM), for the others: cytoprotection (ATP increase), hits mostly activators; hit rate 0.14% among 230,000; AID 1471;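 note: % of control where 0% means no effect; nearly all actives have a fitted effect of over 45% in size; toxic huntingtin expression switched on by the ecdysone agonist tebufenozide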
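Compounds added alongside 100 nM tebufenozide, which induces toxic Q103 huntingtin exon 1-GFP in stable PC12 cells; surviving cells quantified by luminescent ATP measurement. Medium: phenol red-free DMEM, 5% equine and 5% calf serum.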
Tau fluor counter: counter-screen for tau fibril formation inhibitors | tau K18 P301L Alexa594 fluorescence, heparin fibrillization | Potency, µM (series often up to 57.7 µM), for the others: at the highest dose activity change, negative = decrease | hit rate 0.93% among 280,000 | AID 1463; note: % is set by controls: 0 for no effect and ±100 for the full control effect; nearly all actives have a fitted effect of over 55% in size
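Human tau K18 P301L (15 uM unlabeled, 0.24 uM Alexa 594-labeled) in 100 mM sodium acetate pH 7 with 20 uM heparin, 6 hr at 37 C. ThT 30 uM added, 1 hr ambient; Alexa 594 FP and total fluorescence read at 555/632 nm.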
Tau fibril FP: tau fibrillization inhibition (FP); K18 P301L tau heparin fibrillization, Alexa594 FP, 6 h; P10636; hit rate 0.39% among 280,000; Potency, µM (doses to about 57.7 µM), without a hit: at the highest dose activity, negative = inhibition, hits mostly inhibitors; AID 1468; note: % is set by controls: 0 for no effect and ±100 for the full control effect; nearly all actives have a fitted effect of over 55% in size
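K18 P301L tau (15 uM unlabeled/0.24 uM Alexa 594-labeled, final) + compound + heparin 20 uM final; 100 mM NaOAc pH 7; 6 hr 37 C; ThT 30 uM final added, 1 hr RT; FP ex 555/em 632 nm.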
TRb SRC2 PPI: disrupts binding of human TR beta to SRC2; hit rate 0.065% among 280,000; Potency, µM (doses to about 106 µM), inactives show top-dose activity change, negative = inhibition, actives largely listed as inhibitors; TRbeta-SRC2 peptide binding, fluorescence polarization; receptor liganded with 1 µM T3; P10828;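 note: plate controls were bound peptide for no effect and peptide without receptor for full effect; nearly all actives have a fitted effect of over 50% in size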
Target sequence (P10828 whole entry, looked up): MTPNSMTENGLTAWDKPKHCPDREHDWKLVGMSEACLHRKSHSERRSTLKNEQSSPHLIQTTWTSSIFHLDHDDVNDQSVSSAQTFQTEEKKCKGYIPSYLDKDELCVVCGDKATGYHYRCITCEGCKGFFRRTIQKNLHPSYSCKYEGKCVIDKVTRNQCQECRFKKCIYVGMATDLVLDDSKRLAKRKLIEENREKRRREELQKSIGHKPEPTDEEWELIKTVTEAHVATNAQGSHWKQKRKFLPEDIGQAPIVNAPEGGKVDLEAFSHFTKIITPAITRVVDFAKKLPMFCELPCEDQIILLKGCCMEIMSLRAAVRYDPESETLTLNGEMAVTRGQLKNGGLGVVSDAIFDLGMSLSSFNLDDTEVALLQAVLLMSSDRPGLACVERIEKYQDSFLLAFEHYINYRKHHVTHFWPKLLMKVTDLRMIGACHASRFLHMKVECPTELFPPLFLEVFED
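Assay buffer: 20 mM Tris-HCl, 100 mM NaCl, 10% glycerol, 1 mM EDTA, 0.01% NP-40, 1 mM DTT, 1 uM T3, 5% DMSO; TRb LBD 0.6 uM, Texas Red SRC2 20 nM; FP after 5 hr.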
L3MBTL1 block: inhibitors of human L3MBTL1. Q9Y468. AlphaScreen L3MBTL1–H3K9me1 peptide binding. Potency, µM (series often up to 57.1 µM), inactives show at the highest dose activity, negative = inhibition, usual class: inhibitors. hit rate 0.66% among 230,000. AID 485360; note: % is set by controls: 0 for no effect and ±100 for the full control effect; nearly all actives have a fitted effect of over 60% in size
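L3MBTL1 50 nM + b-AHA-H3(1-15)K9me1 75 nM, 30 min RT; compound added, 30 min RT; streptavidin donor/Ni-chelate acceptor beads 10 ug/mL each final, 30 min RT dark; AlphaScreen read.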
* = called active by the depositor; i = inactive; ? = inconclusive; nt = no result given; [ ] = remark or other dose. Unless noted, calls come from the whole dose curve; as a rule, active = well fitted curve in the direction sought with a large enough effect; inconclusive = small, poorly fitted or top-dose-only effect, or another doubt; inactive = no such curve, though single readings can be large; an effect the other way counts as inactive or inconclusive. Potency is the fitted concentration of half-maximal effect. The list is partial. The share of hits here may be higher or lower than overall.

entry | structure | RECQ1 helicase | TexasRed fluor | Tau fibril ThT | HTT ATP protect | Tau fluor counter | Tau fibril FP | TRb SRC2 PPI | L3MBTL1 block
1 | CS(=O)(=O)N(Cc1ccccc1)c1ccccc1C(=O)Nc1ccccc1C(=O)NCc1ccco1 | -15.5% | -1.9% | -4.5% | 9.5% | -23.0% | -0.1% | -1.9% | nt
2 | CCOc1ccc(CNC(=O)Cn2nc(C)c3sc4ccccc4c3c2=O)cc1 | nt | -2.4% | 8.7% | nt | 2.5% | -2.6% | ? | nt
3 | O=C(c1ccc(Cl)cc1)n1nc(-c2ccccc2)nc1NCc1ccco1 | nt | 0.4% | -16.4% | nt | -25.3% | ? | 2.4% | nt
4 | CC(C)(C)NC(=O)NC(=O)CSc1nnc(-c2ccccc2F)n1N | -11.3% | -1.0% | -16.4% | 11.9% | -7.6% | 9.0% | -0.6% | nt
5 | CCOc1ccccc1NC(=O)Cn1c(=O)n(-c2ccc(C)c(C)c2)c(=O)c2oc3ccccc3c21 | nt | -0.4% | 6.3% | nt | -1.0% | -2.8% | 4.0% | nt
6 | Cc1nc(OCC(C)C)c2sc3nc4c(cc3c2n1)COC(C)(C)C4 | -4.6% | -1.7% | 4.8% | 1.1%[10 µM] | 1.4% | 7.8% | -1.4% | 2.8%
7 | O=C1NC(=Nc2ccccc2)S/C1=C\C=C\c1ccco1 | 2.1% | 1.0% | 3.5% | -14.6%[10 µM] | -0.3% | 1.0% | 5.7% | 3.16µM*
8 | Cc1ccccc1Cn1ccc(NC(=O)c2cnn3c(C(F)(F)F)cc(-c4ccco4)nc23)n1 | -1.4% | -5.3% | ? | 14.2% | -27.3% | 9.0% | -1.0% | -2.7%[11.4 µM]
9 | CCOc1cc(CNC(=O)c2ccc3nc(CCc4ccccc4)oc3c2)ccc1OC | nt | 4.2% | ? | nt | -14.7% | 6.7% | 12.8% | nt
10 | NC(=O)COc1c(-c2ccccc2)oc2ccccc2c1=O | -8.9% | -0.5% | 0.3% | -17.6% | 3.2% | 2.5% | 1.7% | nt
11 | O=C(NCCc1c[nH]c2ccccc12)C(=O)NCC1CCCO1 (stereo unspecified) | 1.5% | 0.9% | -3.0% | 0.8%[10 µM] | 0.3% | 2.9% | -7.0% | -0.2%
12 | CC(C)(C)n1nnnc1C(c1ccccn1)N(Cc1ccccc1)Cc1ccc(Cl)cc1 (stereo unspecified) | -6.1% | 0.9% | -13.5% | -23.5% | -5.5% | 1.0% | -0.9% | nt
13 | Cn1nc(C(=O)NCc2ccccc2)c2c1-c1ccccc1SC2 | nt | -0.5% | 9.3% | nt | 6.8% | 4.4% | -8.4% | nt
14 | CCC(=O)N1c2ccc(S(=O)(=O)CCC(=O)NCc3ccccc3OC)cc2CC1C (stereo unspecified) | nt | -1.9% | -11.4% | nt | -18.8% | -11.8% | -9.4% | nt
15 | Cn1ncc([N+](=O)[O-])c1C(=O)N/N=C/c1c[nH]c2ccccc12 | -1.5% | 0.0% | ? | -2.4%[10 µM] | -22.1% | -2.1% | -3.0% | -1.1%
16 | CCCCc1ccc(NC(=O)CSC2=C(C#N)C(c3ccco3)C3=C(CCCC3=O)N2)cc1 (stereo unspecified) | -4.4% | 0.1% | -3.7% | -28.3% | ? | ? | 8.3% | -22.0%

Just Tau fibril ThT, Tau fluor counter and HTT ATP protect (six entries from above):
no.	mol	Tau fibril ThT	Tau fluor counter	HTT ATP protect
3	O=C(c1ccc(Cl)cc1)n1nc(-c2ccccc2)nc1NCc1ccco1	-16.4%	-25.3%	nt
4	CC(C)(C)NC(=O)NC(=O)CSc1nnc(-c2ccccc2F)n1N	-16.4%	-7.6%	11.9%
5	CCOc1ccccc1NC(=O)Cn1c(=O)n(-c2ccc(C)c(C)c2)c(=O)c2oc3ccccc3c21	6.3%	-1.0%	nt
6	Cc1nc(OCC(C)C)c2sc3nc4c(cc3c2n1)COC(C)(C)C4	4.8%	1.4%	1.1%[10 µM]
7	O=C1NC(=Nc2ccccc2)S/C1=C\C=C\c1ccco1	3.5%	-0.3%	-14.6%[10 µM]
8	Cc1ccccc1Cn1ccc(NC(=O)c2cnn3c(C(F)(F)F)cc(-c4ccco4)nc23)n1	?	-27.3%	14.2%

Additional compounds follow:
entry | structure | RECQ1 helicase | TexasRed fluor | Tau fibril ThT | HTT ATP protect | Tau fluor counter | Tau fibril FP | TRb SRC2 PPI | L3MBTL1 block
17 | O=C(COc1ccc(Cl)cc1Cl)NN1C(=O)/C(=C\c2ccc(Cl)cc2)SC1=S | -3.6% | -1.0% | ? | ? | -6.6% | ? | 5.2% | nt
18 | CCOC(=O)c1oc2cc(O)ccc2c(=O)c1-c1ccccc1OC | -5.4% | 1.5% | -0.3% | -8.6% | -8.1% | -12.6% | -11.8% | -2.9%
19 | CCOC(=O)C1CCCN(C(=O)c2cccc([N+](=O)[O-])c2C)C1 (stereo unspecified) | i | 0.7% | 15.7% | -40.9%[inhibitor] | 12.4% | ? | -3.8% | 37.1%[activator]
20 | CCn1c(CSc2nnc(-c3cccnc3)n2-c2ccccc2C)nc2cc(C(=O)O)ccc21 | 31.6µM* | 39.8µM*[fluorescent] | ? | 19.8%[1.9 µM] | 14.3% | ? | 11.2µM* | ?
21 | COCCNC(=O)CSc1nnc(CCCN2C(=O)c3cccc4cccc(c34)C2=O)n1-c1ccccc1 | -6.2% | -4.0% | -2.5% | -7.8%[10 µM] | -1.1% | 8.3% | 2.6% | 7.8%
22 | CCOC(=O)c1c(C)oc2nc(C)nc(N(C)Cc3ccccc3)c12 | nt | -70.6% | -17.9% | nt | -18.6% | 1.9% | -10.5% | nt
23 | O=C(NCc1ccccc1Cl)c1csc2c1CCCCC2 | 7.2% | -3.5% | -6.2% | -0.2% | -8.9% | -4.2% | -1.9% | nt
24 | CCOc1ccc(-n2c(SCc3ccccc3)nc3c([nH]c4ccccc43)c2=O)cc1 | nt | 3.4% | 8.0% | nt | -3.8% | -7.8% | -1.3% | nt
25 | COc1cccc(C2CC(=O)Nc3cc4c(cc32)OCCO4)c1OC (stereo unspecified) | nt | -30.6% | -1.9% | nt | -1.6% | 6.3% | -4.2% | nt
26 | CSc1cccc(NC(=S)N(CCN(C)C)C(C)c2ccccn2)c1 (stereo unspecified) | i | 2.4% | -5.7% | nt | -14.6% | -11.0% | 1.8% | -22.3%
27 | CCn1c2ccccc2c2nnc(SCC(=O)N(C)C3CCS(=O)(=O)C3)nc21 (stereo unspecified) | 1.4% | 0.2% | -10.7% | nt | -5.8% | -1.5% | -2.5% | 3.3%
28 | CCc1nn(CC(=O)NCCCN(CC)c2cccc(C)c2)c(=O)c2cc3occc3n12 | 10.4% | -1.1% | ? | nt | -16.6% | 12.4% | -2.0% | 1.4%
29 | COc1cccc(NC(=O)CSc2nnc(Cc3cccn3C)n2-c2ccc(F)cc2)c1 | -10.7% | 7.9% | -3.3% | -13.1% | -2.0% | -0.7% | -9.0% | -6.4%
30 | Cc1ccccc1NC(=O)C(c1ccccc1)C1CCCC1 (stereo unspecified) | 2.4% | 2.4% | 7.5% | 1.5%[10 µM] | 5.2% | 4.0% | 6.4% | -1.8%
31 | CCN1C(=O)C2(C(C(=O)c3cc4ccccc4o3)=C(O)C(=O)N2CCCN(C)C)c2ccccc21 (stereo unspecified) | 0.6% | -0.3% | -8.0% | 8.2%[10 µM] | -12.1% | 3.2% | 1.2% | -1.2%
32 | Cc1cc(C)cc(NC(=S)N2CCC(N(C)CC3CCCO3)CC2)c1 (stereo unspecified) | -5.8% | 0.5% | -2.0% | 22.9% | -7.7% | -14.6% | -7.9% | nt
33 | Cc1cc(C)nc(Nc2nc3ccccc3o2)n1 | -3.9% | -3.2% | 4.8% | 14.6%[10 µM] | 9.3% | -1.8% | -0.9% | 0.1%
34 | CC(C)OC(=O)CSc1nnc(-c2ccc(O)cc2)n1Cc1ccccc1 | 3.1% | 3.2% | -11.7% | -18.7%[10 µM] | -11.0% | -3.0% | 3.5% | -7.1%
35 | COc1ccnc(Oc2ccccc2)c1C(N)=O | i | 5.8% | 5.1% | -0.5%[10 µM] | 6.0% | 1.4% | -3.4% | -9.6%
36 | COc1ccc(N(CC(=O)N2CCN(Cc3ccc4c(c3)OCO4)CC2)S(=O)(=O)c2ccc(F)cc2)cc1 | -1.3% | -1.2% | -15.7% | 18.0%[10 µM] | -8.2% | 5.3% | -0.1% | -23.0%
37 | C/C=C/c1ccc(OCC(O)CN2CCCCC2CC)c(OC)c1 (stereo unspecified) | -16.2% | -1.0% | -5.8% | -46.7%[inhibitor] | -8.2% | -1.8% | -1.9% | -11.0%
38 | COc1ccc(Cl)cc1N(C)C(=O)C(=O)Nc1ccc2nc3n(c(=O)c2c1)CCCCC3 | nt | -0.5% | -2.6% | nt | -8.2% | 4.7% | 1.6% | nt
39 | CC12CN3CC(C)(CN(C1)C3c1ccc(Br)cc1)C2 (stereo unspecified) | -3.7% | -3.5% | -8.5% | 9.9%[10 µM] | -11.0% | -0.3% | -14.2% | -2.4%
40 | COc1ccc(Nc2nc(=O)[nH]nc2C)cc1 | 3.6% | 2.8% | -10.3% | 2.3% | -4.0% | -8.8% | 8.6% | nt
41 | C(=N\Nc1ccccn1)/c1c[nH]c2ccccc12 | -11.7% | -5.2% | 7.08µM* | -2.3%[10 µM] | 14.1µM*[quencher] | 9.1% | 1.1% | -22.6%

Arranged by length of the SMILES (lowest first): some entries from above
entry | structure | RECQ1 helicase | TexasRed fluor | Tau fibril ThT | HTT ATP protect | Tau fluor counter | Tau fibril FP | TRb SRC2 PPI | L3MBTL1 block
23 | O=C(NCc1ccccc1Cl)c1csc2c1CCCCC2 | 7.2% | -3.5% | -6.2% | -0.2% | -8.9% | -4.2% | -1.9% | nt
19 | CCOC(=O)C1CCCN(C(=O)c2cccc([N+](=O)[O-])c2C)C1 (stereo unspecified) | i | 0.7% | 15.7% | -40.9%[inhibitor] | 12.4% | ? | -3.8% | 37.1%[activator]
1 | CS(=O)(=O)N(Cc1ccccc1)c1ccccc1C(=O)Nc1ccccc1C(=O)NCc1ccco1 | -15.5% | -1.9% | -4.5% | 9.5% | -23.0% | -0.1% | -1.9% | nt
